HepG2 tox – counter-screen for TGF-b inhibitors: cytotoxicity in HepG2 cells; HepG2 CAGA-GFP viability, ATP luminescence, 18 h; Potency, µM (series often up to 46.1 µM), for the others: at the top dose activity change, negative = cytotoxicity, hits mostly cytotoxic; actives 0.76% (n = 410,000); AID 588856; note: potency is the fitted concentration of half-maximal effect; some results filed as inactive show a strong effect at the top dose
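CellTiter-Glo luminescence gave cytotoxicity after 18 hours at 37 degrees C. The cells were HepG2 CAGA-GFP in 1% FBS DMEM, stimulated with 500 pg/mL TGF-beta after compound addition. %Activity was normalised to no-cell wells (complete cell-killing) and DMSO (no toxicity), and curves were fitted and classified.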
Nrf2 block – Nrf2 pathway inhibition | A549 ARE-Fluc reporter, luciferase luminescence, 18-24 h | Potency, µM (doses to about 46 µM), for the others: at the highest dose activity change, negative = inhibition, most hits filed as inhibitors | actives 2.1% (n = 360,000); note: potency is the fitted concentration of half-maximal effect; % is set by controls: 0 for no effect and ±100 for the full control effect; nearly all actives have a fitted effect of over 60% in size
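Quantitative HTS in A549 cells stably bearing an antioxidant response element-firefly luciferase construct. Inhibition of Nrf2-driven transcription was scored by luminescence after 18-24 h of compound exposure at 37 °C.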
S2 tox – viability counter-screen for ATXN expression inhibitors | S2 cells (HEK-293 line with an ATXN2-luciferase reporter) viability, CellTiter-Fluor protease fluorescence, 24 h | Potency, µM (top dose mostly 56.7 µM), actives largely listed as cytotoxic | actives 0.49% (n = 400,000); note: potency is the fitted concentration of half-maximal effect; nearly all actives have a fitted effect of over 40% in size
MmCpn inh – inhibitors of Methanococcus maripaludis chaperonin (MmCpn) | Potency, µM (series often up to 76.9 µM), inactives show at the top dose activity, negative = inhibition, hits mostly inhibitors | purified Mm-Cpn ATPase, ADP Transcreener TR-FRET | actives 0.031% (n = 330,000); note: potency is the fitted concentration of half-maximal effect; % is set by controls: 0 for no effect and ±100 for the full control effect; nearly all actives have a fitted effect of over 80% in size
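Purified archaeal Mm-CPN (25nM final) preincubated 10 min at 37degC with compound, then 10uM ATP for 30 min at 37degC; ADP measured by HTRF Transcreener TR-FRET; buffer 30 mM TRIS pH 7.4, 100mM KCl, 5mM MgCl2, 1mM DTT.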
CCT modulator – modulators of cytosolic chaperonin (CCT/TRiC) activity; purified chaperonin ATPase assay, HTRF ADP detection, 30 min; activity change, % (concentration not given with the values), hits read low; actives 0.3% (n = 360,000); AID 651819; in the data active = activity change below about -30%; note: % is set by controls: 0 for no effect and ±100 for the full control effect
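ATPase activity: ADP formed was measured by HTRF Transcreener (665/615 nm ratio) after 30 min at 37 deg C with 10 uM ATP. Compounds screened at one 76 uM concentration against 40 or 20 nM TRiC in Tris pH 7.4/KCl/MgCl2/DTT buffer.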
A549 tox – counter-screen for Nrf2 inhibitors: cytotoxicity in A549 cells. A549 ARE-Fluc cells, CellTiter-Fluor viability, 18-24 h. Potency, µM (top dose mostly 46 µM), for the others: at the highest dose activity change, negative = cytotoxicity, hits mostly inhibitors. actives 0.16% (n = 390,000); note: potency is the fitted concentration of half-maximal effect; % is set by controls: 0 for no effect and ±100 for the full control effect
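A549 ARE-Fluc cells in 5% FBS OPTI-MEM, 5000 cells/well, rested 2 h then exposed to compounds in concentration-response for 18-24 h at 37 °C. Viability by CellTiter-Fluor fluorescence (Ex 405/Em 525) after 30 min; luciferase luminescence (BugLite, 15 min, RT) read afterwards.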
pAkt inh – inhibitors of Akt phosphorylation | Neuro2A IGF-stimulated pAkt S473 HTRF, 20 min; active compounds read low | actives 0.32% (n = 360,000) | activity change, % for hits at 50 µM | AID 651550; in the data active = activity change below about -80%; inconclusive = mostly about -51% to -80%; note: % is set by controls: 0 for no effect and ±100 for the full control effect
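Neuro2A cells (4,500/well, DMEM with 0.5% FBS) were treated with compound at a single 50 µM final concentration, stimulated with 6 nM IGF for 20 min at 37 °C, and lysed. Phospho-Akt Ser473 was read by HTRF as 665/615 ratio ×10^4.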
Nrf2 activator – activators of Nrf2 (ARE) signaling | AID 624171 | actives 0.31% (n = 410,000) | AREc32 ARE-luciferase reporter (MCF7-derived line), luminescence, 24 h | Potency, µM (highest dose often 46.1 µM), for inactives: at the highest dose activation, hits mostly activators; note: potency is the fitted concentration of half-maximal effect; % of control where 0% means no effect; nearly all actives have a fitted effect of over 65% in size
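For detection, Steady-Glo was added and plates sat 30 min at RT; before that, AREc32_Fluc cells grown overnight in OPTI-MEM/5% FBS had been treated with 23 nL compound for 24 hr at 37 deg C.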
TGFb SMAD3 inh – TGF-b pathway inhibition. HepG2 CAGA-GFP TGF-b/SMAD3 reporter, GFP fluorescence, 18 h; TGF-beta stimulated, 500 pg/mL final. Potency, µM (titrated, usually from 46.1 µM), for the others: at the top dose activity, negative = inhibition, actives largely listed as inhibitors. actives 1.2% (n = 410,000). AID 588855; note: potency is the fitted concentration of half-maximal effect; % is set by controls: 0 for no effect and ±100 for the full control effect; nearly all actives have a fitted effect of over 65% in size
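HEPG2 CAGA-GFP reporter cells (1000/well, DMEM with 1% FBS) received compounds, then recombinant TGF-beta at 500 pg/mL final for 18 hours at 37 degrees C. Per-cell GFP summed per well was normalised to unstimulated and stimulated DMSO controls before curve fitting.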
The depositor's hits bear a star; i = inactive; ? = inconclusive; nt = not tested or not shown; [ ] = another dose, or the depositor's remark. Unless noted, calls come from the whole dose curve; as a rule, active = well fitted curve in the direction sought with a large enough effect; inconclusive = small, poorly fitted or top-dose-only effect, or another doubt; inactive = no such curve, though single readings can be large; an effect the other way counts as inactive or inconclusive. Not a hit list; overall some 4.4% were active at least once.

SMILES	HepG2 tox	Nrf2 block	S2 tox	MmCpn inh	CCT modulator	A549 tox	pAkt inh	Nrf2 activator	TGFb SMAD3 inh
Cc1ccc(N2C(=O)N(CC(=O)Nc3cc(Cl)ccc3C)C(=O)C2C)cc1 (stereo unspecified)	-23%	-5%	i	1%	-0.4	-12%	i	0.6%	-20%
COCCNC(=O)CCn1c(=O)[nH]c2cc(OC)c(OC)cc2c1=O	-5%	-1%[9.27 µM]	i	nt	nt	2%	nt	0.1%	3%
CCN(CC)C(=O)c1ccc(N)cc1	-11%	7%	i	1%	0.7	7%	i	0.3%	-5%
COc1cc(Cl)c(NS(=O)(=O)c2ccc(-c3cnc(C4CC4)o3)cc2)c(OC)c1	-35%	nt	?	nt	nt	-16%	nt	0.1%	?
CCC1CCc2sc(C(=O)OCC(=O)N(CCOC)c3c(N)n(Cc4ccccc4)c(=O)[nH]c3=O)cc2C1 (stereo unspecified)	1%	?	i	-1%	0.5	-22%	i	2.2%	0%
Cn1cc(Cl)c(C(=O)OCC(=O)Nc2ccccc2)n1	0%	-17%	i	0%	-2.0	11%	i	-0.2%	-4%
O=C(Nc1nnc(C2CCCO2)s1)c1ccc(Br)cc1 (stereo unspecified)	6%	nt	i	-1%	-1.4	-8%	i	3.2%	4%
Nc1c2c(nc3ccccc13)N(c1ccccc1)CC2	-5%	1%	i	-6%	-0.3	-4%	i	8.7%	9%
CC(=O)Oc1ccc(/C=c2\sc3ncnn3c2=O)cc1	5%	19%	i	-1%	0.7	0%	i	0.2%	6%
CN(CC(=O)Nc1ccc(Cl)c(C(F)(F)F)c1)C(=O)c1cnccn1	-4%	?	i	-1%	-5.1	-2%	i	-0.3%	-7%
COc1ccc2cc(OC)c(C(=O)N3CCOCC3)cc2c1	4%	1%	i	-3%	3.0	-5%	i	-0.1%	4%
Cc1c(O)ccc2c(CN3CCN(C/C=C/c4ccccc4)CC3)cc(=O)oc12	-6%	-15%	nt	-6%	1.6	-10%	i	8.0%	-19%
Cc1ccc(NS(=O)(=O)c2ccccc2F)cc1S(=O)(=O)N1CCCCCC1	0%	-12%	?	-3%	0.9	-2%	i	-0.1%	10%
CCCn1c(N)c(N2CCCCC2)c(=O)n(CC(=O)Nc2ccccc2)c1=O	2%	18%	i	-1%	-3.2	-1%	i	0.1%	17%
CCc1cccc(CC)c1NC(=O)CSc1nc2ccc(N3C(=O)C4C(C3=O)[C@H]3C=C[C@@H]4C3)cc2s1 (stereo partly specified)	-18%	13µM*	i	1%	2.7	-10%	i	0.3%	-1%
Cn1c(SCC(=O)Nc2nc3ccccc3s2)nnc1-c1ccccc1	-14%	8%	i	?	-1.1	0%	i	2.3%	?
O=C(Nc1ccc(Br)cc1)c1ccc(F)c(S(=O)(=O)N2CCN(c3ccccn3)CC2)c1	-28%	23µM*	i	-2%	1.1	-9%	i	2.7%	-23%
CCCCCNC(=O)Cn1c(=O)c2c(ncn2CC(C)C)n(Cc2ccccc2)c1=O	-6%	-13%	i	1%	-0.7	0%	i	0.1%	1%
COc1cccc(CNC(=O)c2cc3c(C)nc4ccccc4c3o2)c1	-19%	-92%	?	-12%	1.1	-23%	i	0.3%	?
CC(=O)Nc1ccc(S(=O)(=O)NNC2=NS(=O)(=O)c3ccccc32)cc1	3%	-3%	i	-1%	0.1	8%	i	-0.7%	9%
CC1(C(=O)Nc2cccc3cccnc23)CCN1C(=O)CC1CC1 (stereo unspecified)	-31%	nt	i	nt	-0.8	nt	i	10%	-21%
C=CCn1cnc2c(nnn2-c2cc(C)cc(C)c2)c1=O	-5%	-27%	i	5%	-2.4	-10%	i	-0.6%	16%
Cc1c(C(=O)C(=O)N2c3ccccc3CC2C)c2ccccc2n1C (stereo unspecified)	3%	?	i	0%	-5.5	?	i	-0.2%	-18%
Cc1cccc(NC(=O)c2ccc3c(c2)OCCO3)c1C	-11%	?	?	-1%	-1.0	-13%	i	0.9%	22%
CCOC(=O)c1c(C)[nH]c(C)c1S(=O)(=O)Nc1ccc(CN2CCCCC2)cc1	13%	16%	i	2%	0.5	0%	i	-0.7%	2%
c1ccc(Nc2nc(N3CCOCC3)nc(N3CCOCC3)n2)cc1	-25%	nt	i	-1%	0.4	18%	?	0.1%	62%[activator]
C=CCn1nnnc1-c1cccc(Cl)c1	2%	3%	i	1%	0.2	5%	i	0.1%	-20%
Cc1cc(NC(C)C)n2c(nc3ccccc32)c1C#N	0%	-26%	nt	-2%	-2.4	-6%	i	-0.5%	-4%
Cc1ccc(NC(=O)CCS(=O)(=O)c2ccccc2)cc1S(=O)(=O)N1CCOCC1	-2%	?	nt	-2%	-3.3	4%	i	0.5%	4%
CSc1ccc(Cn2c(C)c(C(=O)NCc3ccc4c(c3)OCCO4)sc2=O)cc1	0%	nt	i	nt	-1.4	nt	i	0.8%	-4%

Whole records from above.
Cn1c(SCC(=O)Nc2nc3ccccc3s2)nnc1-c1ccccc1 reads HepG2 tox = -14%; Nrf2 block = 8%; S2 tox = i; MmCpn inh = ?; CCT modulator = -1.1; A549 tox = 0%; pAkt inh = i; Nrf2 activator = 2.3%; TGFb SMAD3 inh = ?
CC1(C(=O)Nc2cccc3cccnc23)CCN1C(=O)CC1CC1 (stereo unspecified) reads HepG2 tox = -31%; Nrf2 block = nt; S2 tox = i; MmCpn inh = nt; CCT modulator = -0.8; A549 tox = nt; pAkt inh = i; Nrf2 activator = 10%; TGFb SMAD3 inh = -21%

Later entries:
SMILES	HepG2 tox	Nrf2 block	S2 tox	MmCpn inh	CCT modulator	A549 tox	pAkt inh	Nrf2 activator	TGFb SMAD3 inh
COc1ccc(-c2nc(N3CCN(S(=O)(=O)c4ccccc4)CC3)c3ccccc3n2)cc1	-1%	-14%	nt	nt	nt	-5%	nt	nt	-5%
Cc1cc(C)n2c(SCc3nnc(-c4cccs4)o3)nnc2n1	-10%	-7%	i	-2%	0.0	2%	i	2.0%	-5%
CCC(CO)Oc1cc(NCc2ccc(C(C)(C)C)cc2)c2ncn(C(C)C)c2c1 (stereo unspecified)	-88%	?	32µM*	-1%	0.0	?	i	-2.1%	?
COCCNC(=O)C1(C)CCCN(C(=O)c2c(-c3ccccc3)noc2C)C1 (stereo unspecified)	9%	nt	i	nt	-2.6	nt	i	-0.7%[9.22 µM]	7%
Cc1cc(NC(=O)Cc2ccccc2)nc2c1c(=O)oc1ccccc12	-12%	-13%	i	1%	-0.9	1%	i	33%	3%
COC(=O)c1sc(=S)sc1C(=O)OC	-60%	4%	i	?	2.3	0%	i	?	?
N#CC1=C(N)Oc2ccc3ccccc3c2C1c1cccnc1 (stereo unspecified)	-27%	?	nt	1%	-0.5	-10%	i	3.2%	-26%
Cc1ccc(/C(O)=C/C(=O)C(=O)NC23CC4CC(CC(C4)C2)C3)cc1	-14%	2%	?	0%	0.0	-8%	i	-0.9%	9%
Cc1[nH]c2ccccc2c1CCNC(=O)c1ccc2c(c1[N+](=O)[O-])C(=O)c1ccccc1C2=O	-34%	-19%	?	2%	0.5	?	i	?	?
CSCCC(CO)NC(=O)OCc1ccccc1 (stereo unspecified)	-38%	-7%	i	-2%	-1.8	-3%	i	-0.2%	-1%
CN1CCN(C(c2ccccc2)c2nnnn2C(C)(C)C)CC1 (stereo unspecified)	nt	nt	i	nt	0.8	nt	i	-1.0%	nt
Nc1ccnn1Cc1cccs1	-9%	7%	i	0%	-0.2	-5%	i	4.5%	-4%
COc1ccc(-c2cccc(NS(=O)(=O)c3cc(C(F)(F)F)ccc3Cl)c2)nn1	-8%	nt	i	nt	nt	12%	nt	5.2%	?
Nc1nc(N)c2[nH]cnc2n1	-51%	?	i	nt	1.9	-8%	i	1.7%	?
COc1ccc(N2CCN(C(=O)C(OC(C)=O)c3ccccc3)CC2)cc1 (stereo unspecified)	5%	-1%	i	-2%	-3.2	-12%	i	-0.2%	9%
c1ccc2c(c1)oc1c(N3CCOCC3)ncnc12	-4%	nt	i	-3%	-1.6	5%	i	2.7%	0%
Cc1ccc[n+](Cc2ccc([N+](=O)[O-])cc2)c1	-1%	?	i	1%	0.1	2%	i	0.3%	21%
CCc1cc2c(=O)c(-c3nc4ccccc4n3C)c(CCCC(=O)O)oc2cc1OC(=O)C(C)(C)C	-6%	-8%	i	0%	-1.3	-1%	i	2.8%	3%
CC(C)[C@H](NC(=O)NCCc1ccc(Cl)cc1)C(=O)O	-1%	nt	i	2%	-1.8	-1%	nt	-1.1%	-23%
COc1ccccc1NC(=O)c1cc2c(n(-c3ccc(C)cc3)c1=O)CC(C)(C)CC2=O	6%	-3%	i	nt	nt	2%	nt	1.8%	3%
O=C(Nc1ccc(NC(=O)c2cc([N+](=O)[O-])ccc2N2CCOCC2)cc1)c1cccs1	-11%	?	i	2%	-0.4	-13%	i	0.0%	1%

Filtered by structure, the compounds so far containing a cyano group.
SMILES	HepG2 tox	Nrf2 block	S2 tox	MmCpn inh	CCT modulator	A549 tox	pAkt inh	Nrf2 activator	TGFb SMAD3 inh
Cc1cc(NC(C)C)n2c(nc3ccccc32)c1C#N	0%	-26%	nt	-2%	-2.4	-6%	i	-0.5%	-4%
N#CC1=C(N)Oc2ccc3ccccc3c2C1c1cccnc1 (stereo unspecified)	-27%	?	nt	1%	-0.5	-10%	i	3.2%	-26%

Screening results as filed in PubChem BioAssay.
